# Assay outcomes as filed in PubChem BioAssay.
# SRC3 inh = inhibitors of human steroid receptor coactivator 3 (SRC3). Q9Y6Q9. HEK293 GAL4-SRC3 luciferase reporter, luminescence. inhibition, % at 3.6 µM. actives 0.17% (n = 360,000). AID 588352;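 active = inhibition above a per-campaign cutoff, the mean of all compounds plus 3 SD, cut at about 60% in these data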;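 also: 0% = DMSO-treated cells and 100% = gossypol-treated cells at 36 µM; higher means less SRC3-driven luciferase light from the GAL4 reporter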
# TLR9-MyD88 block = inhibitors of human TLR9-MyD88 binding. CHO BLA complementation TLR9-MyD88, CCF4 FRET ratio. inhibition, % at 4.98 µM. actives 0.21% (n = 340,000). AID 504734;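 active = inhibition above the mean over all tested compounds plus 3 SD, cut at about 21% in these data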;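 also: 0% = DMSO only wells and 100% = clavulanate BLA inhibitor control wells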
# NR5A2 inv ag = NR5A2 inverse agonism in reporter assay; AID 602396; actives 0.13% (n = 360,000); HEK293T StAR-luciferase reporter, LRH-1 transfected, 24 h; O00482; inhibition, % at 3.6 µM;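 active = inhibition above the mean inhibition of all tested compounds plus 3 SD, cut at about 73% in these data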;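 also: 0% = DMSO wells and 100% = reporter-only cells lacking LRH-1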
# Vif imaging = inhibitors of HIV Vif; AID 602346; inhibition, % at 7.49 µM; actives 0.35% (n = 340,000); HEK293T cells, Vif self-association by quenched fluorescence, imaging, 24 h; in the data active = inhibition above about 50%, passing the limit was not always enough; inconclusive = no clear call, values can overlap the other calls; inactive = below about 31%; also: some results filed as inactive read as strong as hits
# LMP1 NFkB inh = inhibitors of Epstein-Barr LMP1-induced NF-kappaB reporter. LMP1-induced NF-kappaB luciferase reporter cells, luminescence. inhibition, % at 12.5 µM. actives 0.69% (n = 350,000). AID 504558; in the data active = inhibition above about 41%; inconclusive = no clear call, values can overlap the other calls;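 also: 0% = neutral control wells and 100% = reference inhibitor control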
# TROY signal inh = blocks TROY-dependent signaling in reporter cells; Q293 LMP1-TROYcd NF-kB luciferase reporter, 4 h; inhibition, % at 10 µM; actives 0.98% (n = 360,000); AID 1347056;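 active = compounds whose plate-normalised and pattern-corrected inhibition of the luciferase reporter signal at the single screening dose is 50% or more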
# NOD2 RIPK2 PPI = inhibitors of human NOD2-RIPK2 interaction; O43353; CHO BLA complementation NOD2-RIPK2, CCF4 ratio; inhibition, % at 4.98 µM; actives 0.38% (n = 360,000); in the data active = inhibition above about 21%;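 also: 0% = vehicle only and 100% = reference blocker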
# NR2F2 inh = inhibitors of human COUP-TFII (NR2F2); inhibition, % at 8.6 µM; AID 686940; HEK293T NGFI-A luciferase reporter, luminescence; actives 0.7% (n = 370,000);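 active = inhibition above a per-plate cutoff, mean inhibition of test wells between control levels plus 3 SD, cut at about 38% in these data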;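 also: cells cotransfected with COUP-TFII expression vector driving the NGFI-A reporter; 0% = median of COUP-TF2 test wells and 100% = reporter-only cells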
# C8 TRAIL sens = caspase-8 TRAIL sensitization. AID 624354. actives 1% (n = 360,000). NB7+C8 cells + TRAIL, ATPlite viability luminescence. inhibition (viability loss, TRAIL sensitization), % at 10 µM;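 active = compounds causing at least 50% loss of cell viability in the single-dose screen, relative to plate controls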
# SRC2 inh = inhibits human steroid receptor coactivator 2 | inhibition, % at 9 µM | actives 0.17% (n = 370,000) | HEK293 GAL4-SRC2 luciferase reporter, luminescence | Q15596;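 active = inhibition above the mean inhibition of all tested compounds plus 3 SD, set per campaign, cut at about 52% in these data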;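 also: 0% = DMSO treated cells and 100% = cells given Gossypol at 36 µM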
# NCOA1 inh = human NCOA1 inhibition; Q15788; HEK293 GAL4-SRC1 luciferase reporter, luminescence; inhibition, % at 3.6 µM; actives 0.12% (n = 360,000); AID 588354;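 active = inhibition above the campaign mean plus 3 SD, with each screening campaign given its own cutoff, cut at about 60% in these data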;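 also: 0% = DMSO treated cells and 100% = gossypol at 36 µM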
# * = called active by the depositor; ? = inconclusive; . = not tested or not shown. A portion of the library (hit frequency here may not be typical).
SMILES,SRC3 inh,TLR9-MyD88 block,NR5A2 inv ag,Vif imaging,LMP1 NFkB inh,TROY signal inh,NOD2 RIPK2 PPI,NR2F2 inh,C8 TRAIL sens,SRC2 inh,NCOA1 inh
CCCCNC(=O)c1onc(CSc2ccccc2C)c1C(=O)O,-2,3,24,-2,-2,-1,-9,-5,-3,2,-4
COc1ccc(C(=O)N2CCN(CCCc3ccccc3)CC2)cc1OC,13,9,15,3,4,-11,-10,0,3,8,0
COc1ccc(NC(=O)c2cc3c(=O)n(C)c4ccccc4c3s2)cc1OC,11,-5,-7,-1,14,0,-13,-6,9,-25,10
O=C(c1ccccc1)N1CCN(c2ccc([N+](=O)[O-])c(N3CCOCC3)c2)CC1,0,-5,50,-8,2,-4,-11,-9,-1,8,4
Cc1ccc(S(=O)(=O)N2CCCCC2)cc1NC(=O)C1CC(=O)N(c2ccc3c(c2)OCCO3)C1 (stereo unspecified),11,-1,-12,-1,-7,-11,1,18,7,1,-5
Cc1nn(CCOc2cccc(Br)c2)c(C)c1[N+](=O)[O-],6,6,-4,9,-7,-1,-10,-28,3,2,-13
COc1cccc(-c2cc(C(=O)NCc3ccco3)no2)c1,-105,7,-116,5,-11,-13,-6,-31,12,-45,-79
COc1ccc(N2CCN(C(=O)C(=O)c3c[nH]c4ccccc34)CC2)cc1,13,6,2,4,6,-27,3,6,2,4,-8
CC(=O)N(Nc1ccccc1)c1ccccc1,-6,-1,0,-3,5,18,1,-1,-8,10,5
O=C(CSc1nnnn1-c1cccc(F)c1)Nc1nc2ccccc2s1,-14,1,-5,49,1,13,-4,-2,-22,24,8
CCCCCn1c(C)c2c(OCC)cccc(=O)c2c1C,2,-8,-10,?,1,-1,0,-8,-20,23,2
O=C(CCc1nc2ccccc2c(=O)[nH]1)Nc1ccc(N2CCCCC2)cc1,-13,-2,-7,-9,8,5,2,-47,-8,-13,3
Cc1cc(F)cc(-c2cc(C(=O)NCc3cccc(Cl)c3)[nH]n2)c1,-7,.,-33,8,.,30,2,3,2,11,5
O=C(NNC(=O)c1ccccc1O)c1ccc(Br)cc1,-66,6,-84,-2,6,-45,-5,-14,15,-11,-57
CC1(C)OC(=O)C(=CNC(CO)C(=O)O)C(=O)O1 (stereo unspecified),6,3,4,-6,-7,2,-8,-11,-5,-32,21
Cc1ccc(CSCC(=O)N/N=C/c2ccc(OCC(=O)Nc3ccc(C)cc3)cc2)cc1,3,8,8,-3,1,7,-1,1,-11,-18,1
c1coc(CNc2nc3ccccc3s2)c1,-88,-6,-96,0,-15,-34,-3,-54,37,-53,-92
C[C@H](CO)N1C[C@H](C)[C@@H](CN(C)Cc2ccc(C(=O)O)cc2)Oc2c(NC(=O)c3ccncc3)cccc2C1=O,-1,6,-3,6,9,-9,-4,3,3,-5,8
CCOC(=O)C1(CC2CCCCO2)CCN(S(=O)(=O)c2ccc(OC)cc2)CC1 (stereo unspecified),9,6,9,13,2,-8,0,-1,-5,15,10
COC(=O)C1=C(C(=O)OC)C(c2ccccc2O)c2sc(=O)[nH]c2S1 (stereo unspecified),17,2,-12,6,4,-5,-16,8,-5,-4,4
CC1=C(C(=O)N2CCOCC2)CC(CC(=O)NCc2ccco2)C(=O)N1CCC1=CCCCC1 (stereo unspecified),-9,10,5,-2,-3,-7,-5,-7,0,13,3
Cc1occc1C(=O)Nc1cc(=O)n(C)c(=O)n1C,-3,1,10,.,5,-8,-4,2,-5,16,-23
Cc1ccc(S(=O)(=O)NCCCNC(=O)N2CCOCC2)cc1,10,-4,6,3,1,0,-3,3,2,-47,-10
CC(C)CC(=O)NC(=S)Nc1ccc(S(=O)(=O)NC(C)(C)C)cc1,19,-1,20,-3,-1,6,1,0,9,13,0
C[C@H](CO)N1C[C@H](C)[C@@H](CN(C)S(=O)(=O)c2cccs2)Oc2ccc(NC(=O)CCC(F)(F)F)cc2C1=O,-5,9,10,-5,2,-36,-13,7,-14,5,-5
SMILES,SRC3 inh,TLR9-MyD88 block,NR5A2 inv ag,Vif imaging,LMP1 NFkB inh,TROY signal inh,NOD2 RIPK2 PPI,NR2F2 inh,C8 TRAIL sens,SRC2 inh,NCOA1 inh
COc1cccc(-n2c(SCC(=O)N3c4ccccc4CC3C)nnc2-c2ccco2)c1 (stereo unspecified),8,-8,-13,43,2,-16,-4,3,-1,-1,-25
CC1(C(=O)NCC2CC2)CCN1C(=O)C1(c2ccc(Cl)cc2)CC1 (stereo unspecified),3,.,26,15,.,0,0,5,-4,-8,9
CCCC(NS(=O)(=O)c1ccc(OC)cc1)C(=O)O (stereo unspecified),13,-6,19,25,7,7,2,6,-6,6,6
COc1ccc(Nc2nnc(SCC(=O)N3CC(=O)Nc4ccccc43)s2)cc1,-21,-1,1,-32,5,-13,27*,13,23,-9,-23
Cc1nnc(SCC(=O)N2CCN(S(=O)(=O)c3ccc(Cl)cc3)CC2)[nH]c1=O,-2,2,-11,.,4,-18,-13,8,-1,8,-1
COc1ccc(C(C)(NC(C)=O)c2nc(-c3cccc(C(F)(F)F)c3)cs2)cc1 (stereo unspecified),-2,.,0,3,.,27,2,2,-15,-3,4
CCN(CC)C(=O)c1cccc(-c2csc(C(O)c3cccc(Cl)c3)n2)c1 (stereo unspecified),-4,.,-22,-5,.,45,3,29,5,-5,-4
Cn1c(C(=O)N2CCN(c3nc4ccccc4s3)CC2)cc2sccc21,21,-5,-2,-18,31,47,-8,4,10,10,-12
CCN1C(=O)[C@H]2[C@@H](c3ccc(OC)cc3)N[C@]3(CCCN(Cc4ccc(C(F)(F)F)cc4)C3=O)[C@H]2C1=O,9,1,-4,-1,-2,-11,0,14,-18,1,7
O=C(CSc1nnc(COc2ccc(Cl)cc2)o1)N1CCCC1,15,8,-21,-5,-5,11,-4,11,-18,-22,-2
COc1ccc(-n2c(CN3CCC(C(N)=O)CC3)nc3ccc([N+](=O)[O-])cc3c2=O)c(OC)c1,-3,4,13,1,-3,25,-8,-15,0,-32,-6
COc1ccc2[nH]cc(CCNC(=O)Nc3ccccc3C)c2c1,5,2,19,8,-6,10,5,14,-1,-24,15
CCCCN(C(=O)c1ccc(C#N)cc1)c1c(N)n(CCC)c(=O)[nH]c1=O,18,5,15,12,-6,-2,0,-9,-11,3,7
CCn1cc(CNC(=O)c2ccc3nc(Cc4ccccc4F)oc3c2)cn1,-22,-8,-7,-5,-6,10,-13,22,19,21,-9
O=C(Cn1[nH]c(=O)c2ccccc2c1=O)NC1CCN(Cc2ccccc2)CC1,13,-5,2,-8,1,5,0,7,9,-7,7
CCCCC(=O)OCc1c(-c2cccc(OC)c2)ncc2ccccc12,-18,0,-22,.,-7,6,-6,-7,6,13,-44
Cc1nnc(SCC(=O)Nc2nccs2)n1N,21,-1,6,-10,-14,-10,-6,-10,-36,13,-13
COc1ccc(NC(=O)COC(=O)CCNS(=O)(=O)c2ccc(Cl)cc2)cc1,16,1,-8,2,4,3,-2,-14,-3,21,5
CCOc1ccc(Cn2ccnc2)cc1[N+](=O)[O-],13,7,14,-1,-7,4,5,-3,-2,6,1
COc1cc(NC(=O)c2cccc(Cl)c2)c(OC)cc1NC(=O)CN1CCOCC1,-6,-14,-4,-9,8,-27,5,3,-2,-10,-3
O=C(Oc1ccc(-c2nnco2)cc1)N1CCOCC1,4,0,0,29,10,-5,6,3,-19,-11,-8
Cc1ccccc1NC(=O)/C=C/c1cccc(C(F)(F)F)c1,-40,2,-60,-8,-1,-40,16,-7,12,-35,-15
O=C(CCS(=O)(=O)c1ccc(F)cc1)Nc1nccs1,10,1,22,-1,9,-9,-12,0,-3,-7,4
Cc1cc(C(=O)OCC(=O)N(C)c2ccccc2)c(C)o1,7,-6,-4,.,0,-4,9,18,3,6,2
CC(=O)NC(O)C(=O)c1ccccc1 (stereo unspecified),-23,5,5,29,3,-3,7,5,-7,9,9
SMILES,SRC3 inh,TLR9-MyD88 block,NR5A2 inv ag,Vif imaging,LMP1 NFkB inh,TROY signal inh,NOD2 RIPK2 PPI,NR2F2 inh,C8 TRAIL sens,SRC2 inh,NCOA1 inh
CCOC(=O)CSc1nc2c(c(=O)n(Cc3ccccc3Cl)c(=O)n2C)n1C,16,2,20,5,-11,18,1,-3,0,-12,3
Cc1ccc(C(=O)Nc2ncccc2C)cc1S(=O)(=O)N1CCOCC1,-4,-1,5,22,1,18,4,3,-16,4,-8
CC(C)c1nc(SCc2ccccn2)c2c(=O)n(C)c(=O)n(C)c2n1,-2,6,-1,-1,-3,7,11,10,10,10,-9
O=C(O)C1CSC(c2ccncc2)N1 (stereo unspecified),4,-2,-21,-2,-3,-18,1,.,-1,.,8
C=C(C)c1nc2cc(OC)c(OC)cc2c(=O)o1,20,-1,5,-7,11,4,-10,-9,4,-3,6
O=[N+]([O-])c1cc2c(c(CSc3nnnn3-c3ccc(O)cc3)c1)OCOC2,15,1,-2,-7,-3,19,-1,0,-10,17,-9
O=C(/C=C/[C@H]1O[C@@H](n2cnc3c(NC(=O)c4ccccc4)ncnc32)[C@H](O)[C@@H]1O)NC1CCCCC1,-8,.,0,.,.,8,-7,-6,-9,-33,7
Cc1ccc(N(C(=O)c2ccco2)C(C(=O)NC2CCCC2)c2cccnc2)cc1 (stereo unspecified),6,5,-3,-2,4,0,0,-9,-3,-8,13
COc1cc(NC(=O)CC2NCCNC2=O)cc(OC)c1 (stereo unspecified),4,0,20,8,6,17,-5,10,-8,5,-15
O=C(CSc1nc2ccccc2c(=O)n1Cc1ccc(F)cc1)NCc1cccs1,19,-2,-8,0,-6,1,-15,-9,1,10,23
O=C(O)C(=Cc1ccccc1)Cc1ccccc1,-18,0,-22,24,3,-8,1,-5,4,0,5
Cc1nn(-c2ccccc2)cc1/C=N/NC(N)=S,7,.,14,-6,.,-39,-4,-22,-4,-30,-1
CCOc1ncccc1C(=O)NCCc1ccc(Cl)cc1,2,5,-15,4,5,-13,1,11,12,-17,-37
CCOC(=O)CNC(=S)N(Cc1cccs1)C1CCCCC1,15,-1,-23,-3,0,-11,1,8,4,-3,-9
COc1ccc(CCN=C(N)NS(=O)(=O)c2ccc(C)cc2)cc1OC,4,-10,-19,-4,11,-2,-3,7,-6,-5,12
O=C(C1CCCN(S(=O)(=O)c2ccc(F)cc2)C1)N1CCCCCC1 (stereo unspecified),-4,15,-16,-13,-10,-2,-4,-1,-5,18,-20
COc1ccc(C2=NS(=O)(=O)N(C)C(C(=O)N3CCN(C)CC3)=C2)cc1,-21,-4,-5,16,3,-4,3,-12,24,-5,5
COc1ccc(OC)c(-c2csc(NC(=O)CN3C(=O)C4CCCCC4C3=O)n2)c1 (stereo unspecified),22,0,12,1,-8,-6,-6,9,-15,12,1
N#Cc1c(NC(=O)CSc2nnnn2C2CCCCC2)sc2c1CCCC2,-16,-3,28,-4,3,2,1,8,9,15,-1
Cc1ccc(Sc2c(C#N)c(-c3ccccc3)nn2C)cc1,12,-4,2,-6,7,14,-5,-10,12,17,7
COc1cc(-c2nc3ccccn3c2/N=C/c2ccc(F)cc2)ccc1O,-5,-4,3,15,1,-13,-17,14,2,8,-5
